Apaf1 inhib: blocks human Apaf-1 apoptosome activity; reconstituted apoptosome caspase-3 activity, DEVD-Rh110 fluorescence; inhibition, % at 20 µM; hit rate 0.71% among 330,000; active = inhibition of at least 40% at 20 µM;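 note: plate controls were DMSO wells for no effect and DEVD-CHO caspase inhibitor wells for full effect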
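Material: reconstituted apoptosome with Apaf-1, cytochrome c, caspase-9, procaspase-3, dATP. Technique: Rh110 fluorescence intensity. Buffer or medium: pH 7.5 Hepes buffer with CHAPS, BSA, DTT. Times: 30 min plus 50 min, RT.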
mIAP activ: increases mouse intestinal alkaline phosphatase activity; muIAP, CDP-Star luminescence, 30 min; stronger effect = higher value; 1 = vehicle-only enzyme signal, 0 = enzyme-free wells; hit rate 0.24% among 330,000; activation factor at 10 µM; AID 2805;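 active = activation factor of at least 2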; note: the source names both 10 and 20 µM as test concentration; values of inactives mirror those of a sister screen read the other way
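Assay system: mouse IAP enzyme; Reagent: CDP-Star chemiluminescent phosphatase substrate; Compound: DMSO-dissolved test compounds; Incubation: 30 min, room temperature; Technique: luminescence from enzymatic CDP-Star hydrolysis; Controls: DMSO-only wells and no-enzyme negative control.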
TIM10 inh: growth inhibitors of TIM10 yeast strain; S. cerevisiae TIM10 strain growth, BacTiter-Glo luminescence, 24 h; AID 463195; hit rate 1.4% among 330,000; inhibition, % at 10 µM;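 active = inhibition of 40% or more at the single tested concentration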;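 note: wild-type TIM10 isogenic control strain grown at permissive 25 °C; 0% = DMSO yeast wells and 100% = minimal medium wells without yeast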
NALP3 yeast inh: inhibitors of NALP3 inflammasome in yeast; inhibition, % at 10 µM; hit rate 0.39% among 330,000; Yeast reconstituted NLRP3/ASC/caspase-1, beta-gal luminescence, 24 h;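 active = inhibition of 50% or more; inactive = inhibition below 50%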;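 note: plate controls were induced DMSO wells for no effect and uninduced yeast grown without galactose for full effect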
ATG4B inhibitor: blocks human ATG4B protease cleavage of LC3 substrate; Q9Y4P1; ATG4B cleavage of LC3-PLA2, NBD-HPC fluorescence, 1 h; inhibition, % at 8.33 µM; hit rate 0.51% among 340,000; AID 504462; in the data active = inhibition above about 40%
Target sequence (Q9Y4P1 whole entry, looked up): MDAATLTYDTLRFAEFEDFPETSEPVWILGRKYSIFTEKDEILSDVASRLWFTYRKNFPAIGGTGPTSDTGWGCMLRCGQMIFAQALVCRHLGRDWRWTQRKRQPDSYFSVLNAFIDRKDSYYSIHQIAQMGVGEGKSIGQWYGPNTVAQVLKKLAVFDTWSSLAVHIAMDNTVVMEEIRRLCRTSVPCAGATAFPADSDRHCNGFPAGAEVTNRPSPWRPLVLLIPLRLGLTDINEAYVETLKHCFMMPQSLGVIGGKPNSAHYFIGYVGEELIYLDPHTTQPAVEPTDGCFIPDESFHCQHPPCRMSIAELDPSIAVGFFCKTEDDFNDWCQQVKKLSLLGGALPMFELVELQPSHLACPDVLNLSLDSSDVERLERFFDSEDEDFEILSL
hIAP inh: human IAP inhibition. P09923. AID 2544. purified IAP, CDP-Star luminescence, 30 min. hit rate 0.12% among 330,000. inhibition, % at 10 µM;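 active = inhibition reaching a set limit with compound at 10 µM in the primary screen, cut at about 35% in these data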;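 note: plate controls were DMSO wells with enzyme for no effect and no-enzyme buffer wells for full effect; values of inactives mirror those of a sister screen read the other way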
Target sequence (P09923 whole entry, looked up): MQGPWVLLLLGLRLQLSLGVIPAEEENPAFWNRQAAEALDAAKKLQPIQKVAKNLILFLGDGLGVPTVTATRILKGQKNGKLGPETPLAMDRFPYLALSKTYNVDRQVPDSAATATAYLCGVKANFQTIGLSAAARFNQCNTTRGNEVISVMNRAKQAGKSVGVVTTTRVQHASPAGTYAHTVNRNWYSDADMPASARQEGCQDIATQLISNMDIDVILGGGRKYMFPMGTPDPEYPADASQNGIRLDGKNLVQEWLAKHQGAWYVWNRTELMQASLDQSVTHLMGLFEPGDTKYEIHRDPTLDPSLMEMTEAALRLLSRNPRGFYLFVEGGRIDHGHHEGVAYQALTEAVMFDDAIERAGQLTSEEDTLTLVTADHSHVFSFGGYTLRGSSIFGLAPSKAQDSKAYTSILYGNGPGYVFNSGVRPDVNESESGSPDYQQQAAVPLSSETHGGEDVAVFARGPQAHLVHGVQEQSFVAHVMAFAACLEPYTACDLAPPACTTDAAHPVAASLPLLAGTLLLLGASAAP
mIAP inh: blocks mouse intestinal alkaline phosphatase; AID 2806; inhibition, % at 10 µM; purified mouse IAP, CDP-Star luminescence, 30 min; hit rate 0.2% among 330,000;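 active = inhibition of at least 40% at 10 µM in the primary screen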;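 note: plate controls were DMSO with enzyme for no effect and no enzyme wells for full effect; values of inactives mirror those of a sister screen read the other way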
tim10-1 inh: tim10-1 yeast growth inhibition | inhibition, % at 20 µM | S. cerevisiae tim10-1 ts strain growth, BacTiter-Glo, 24 h | hit rate 2.2% among 330,000 | AID 463190;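 active = inhibition of at least 40%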;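 note: mutant grown at 25 °C; 0% = DMSO wells with yeast and 100% = wells holding no yeast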
hIAP act: increases human intestinal alkaline phosphatase activity | P09923 | activation factor at 10 µM | hit rate 0.16% among 330,000 | AID 2524 | purified human IAP, CDP-Star luminescence, 30 min; stronger effect = higher value; 1 = vehicle-only enzyme, 0 = enzyme-free background;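 active = activation factor of the enzyme at least 2-fold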; note: the source names both 10 and 20 µM as test concentration; values of inactives mirror those of a sister screen read the other way
* marks the source's active call; other numbers are inactive results; . = no result given.

Order of values – ATG4B inhibitor	hIAP inh	NALP3 yeast inh	hIAP act	mIAP inh	tim10-1 inh	mIAP activ	TIM10 inh	Apaf1 inhib
#1 Cc1ccc(Cn2nnc3c(=O)n(Cc4ccccc4C)cnc32)cc1
→ 8	3	-5	0.97	17	-1	0.83	-2	-3
#2 Cc1sc(=NC(=O)c2ccco2)n(C)c1-c1ccc(F)cc1
→ -9	-3	23	1	3	8	0.97	0	-8
#3 O=C1OCCN1C(=O)[C@H]1[C@H](c2ccc(F)cc2)C(c2cccc(Cl)c2)=NN1c1ccccc1
→ -2	.	.	.	-22	32	1.2	11	28
#4 COc1cc2c(cc1OC)C(C)N(C(=O)c1cccs1)CC2 (centres undefined)
→ -8	-19	-9	1.2	-2	22	1	-30	-3
#5 CCOC(=O)c1sc(=S)n(-c2ccccc2OC)c1N
→ 3	-13	17	1.1	9	2	0.91	-17	9
#6 CC(=O)c1ccc(Nc2c3c(c(C#N)c4nc5ccccc5n24)CCC3)cc1
→ .	3	9	0.97	9	27	0.91	14	1
#7 Cc1cc(=O)[nH]c(SCC(=O)Nc2ccc(N3CCCCC3)cc2)n1
→ -9	9	24	0.91	-5	-2	1.1	-2	-6
#8 CCc1cccc(NS(=O)(=O)c2ccc3c(c2)NC(=O)CC(=O)N3)c1
→ -6	-12	6	1.1	-10	2	1.1	-8	-3
#9 Nn1cc(-c2ccccc2)nc1SCC(=O)NCCN1C(=O)CSC1=O
→ -5	2	0	0.98	-4	19	1	7	6
#10 COC(=O)[C@]1(CC(C)C)N[C@H](c2ccc(-c3ccc(C(C)=O)cc3)cc2)[C@@H]2C(=O)N(C)C(=O)[C@@H]21
→ -4	-2	10	1	8	1	0.93	-6	9
#11 Cn1cc(Br)c(C(=O)Nc2nccs2)n1
→ -10	-23	1	1.2	0	13	1	-8	-12
#12 Cc1nc(-c2ccccc2)sc1-c1nnc(C2CC2)o1
→ -2	-1	30	1	0	-2	0.99	8	-3
#13 O=C(O)c1ccc(C(=O)Nc2cccc3ccccc23)c(C(=O)O)c1
→ 0	7	24	0.93	-5	3	1	9	10
#14 Cc1ccc(CNC(=O)CCn2c(=O)oc3ccccc32)cc1
→ -7	9	-16	0.91	3	10	0.97	2	-18
#15 CCOc1ccc(C(=O)COC(=O)c2c(-c3ccccc3)noc2C)cc1
→ -2	-8	16	1.1	-5	-8	1.1	-12	19

Arranged by value in ATG4B inhibitor (high to low): some entries from above
cpd	compound	ATG4B inhibitor
3	O=C1OCCN1C(=O)[C@H]1[C@H](c2ccc(F)cc2)C(c2cccc(Cl)c2)=NN1c1ccccc1	-2
10	COC(=O)[C@]1(CC(C)C)N[C@H](c2ccc(-c3ccc(C(C)=O)cc3)cc2)[C@@H]2C(=O)N(C)C(=O)[C@@H]21	-4
9	Nn1cc(-c2ccccc2)nc1SCC(=O)NCCN1C(=O)CSC1=O	-5
7	Cc1cc(=O)[nH]c(SCC(=O)Nc2ccc(N3CCCCC3)cc2)n1	-9
11	Cn1cc(Br)c(C(=O)Nc2nccs2)n1	-10

Continued.
Order of values – ATG4B inhibitor	hIAP inh	NALP3 yeast inh	hIAP act	mIAP inh	tim10-1 inh	mIAP activ	TIM10 inh	Apaf1 inhib
#16 CN(CC(=O)Nc1ccc(Cl)cc1F)C1CCS(=O)(=O)C1 (centres undefined)
→ -58	2	1	0.98	-13	5	1.1	5	-9
#17 CCOC(=O)C1CCCN(C(=O)c2cc3c(-c4cccc(OC)c4)nn(C)c3s2)C1 (centres undefined)
→ -27	-9	13	1.1	5	25	0.95	9	30
#18 CCN(CC)CCCNC(=S)N(Cc1cccnc1)Cc1cc2cc(C)ccc2[nH]c1=O
→ -6	10	0	0.9	9	13	0.91	0	-17
#19 O=C1C2C3c4ccccc4C(c4ccccc43)C2C(=O)N1Cc1ccco1 (centres undefined)
→ -2	-17	16	1.2	3	15	0.97	14	9
#20 NS(=O)(=O)c1ccc(CCNC2CC(=O)N(Cc3ccccc3)C2=O)cc1 (centres undefined)
→ -2	3	5	0.97	10	10	0.91	18	-29
#21 COc1ccc(N(CC(=O)NCCc2ccccc2)C(=O)c2csnn2)cc1OC
→ -6	8	6	0.93	8	2	0.92	11	-1
#22 Cc1cccc(NC(=O)c2cc(-c3ccco3)nc3ccccc23)n1
→ -2	3	15	0.97	-5	41*	1	25	20
#23 CN(C)S(=O)(=O)c1ccc(Cl)c(NC(=O)COC(=O)/C=C/c2ccco2)c1
→ -6	-1	17	1	2	10	0.97	-6	-1
#24 CC(C)(C)S(=O)(=O)c1cnc2c(S(=O)(=O)c3ccccc3)cnn2c1N
→ -7	21	12	0.79	8	4	0.93	6	-6
#25 Cc1cc(NC(=O)CSCc2ccccc2C)no1
→ 10	5	27	0.95	-6	-10	1.1	-3	4
#26 CC(C)(C)OC(=O)C1C(=O)CC(C)(O)C(C(=O)OC(C)(C)C)C1c1ccco1 (centres undefined)
→ 11	-12	-34	1.1	10	32	0.9	26	12
#27 c1ccc2nc(SCc3cn4ccccc4n3)cnc2c1
→ 5	-4	17	1	1	-35	0.99	19	17
#28 Cc1cc(C)cc(OCC(=O)OCC(=O)NC2CCCCCC2)c1
→ -9	-3	9	1	14	3	0.86	2	9
#29 C#CCOCCOCCOCCNc1nc(N2CCN(C(=O)[C@H](CCC(=O)O)n3cc(C(N)CC(C)C)nn3)CC2)nc(N2CCN(C(=O)[C@H](CCC(=O)O)n3cc(C(N)[C@H](C)CC)nn3)CC2)n1 (some centres undefined)
→ -6	-8	10	1.1	-48	5	1.5	2	-3
#30 CCOc1ccccc1-c1noc(CCC(=O)NC2CCCCC2)n1
→ 4	3	13	0.97	-7	-14	1.1	13	0

Later entries
Order of values – ATG4B inhibitor	hIAP inh	NALP3 yeast inh	hIAP act	mIAP inh	tim10-1 inh	mIAP activ	TIM10 inh	Apaf1 inhib
#31 CCC(C)[C@H](NC(=O)Nc1cccc(OC)c1)C(=O)OC (some centres undefined)
→ 11	-18	8	1.2	-1	12	1	-1	-5
#32 C/C(=N/NC(=O)c1ccc(Br)o1)c1ccc(C)o1
→ 11	-3	-20	1	2	19	0.98	12	-5
#33 COCCNc1nc(-n2nc(C)cc2C)nc2sc3c(c12)CCCC3
→ 2	7	33	0.93	-4	30	1	26	8
#34 O=c1[nH]c(CSc2nnnn2-c2ccc(Cl)cc2)nc2ccccc12
→ -14	6	4	0.94	11	16	0.89	16	3
#35 Cc1nc(SCC(C)C)[nH]c(=O)c1Cc1ccccc1
→ 10	10	-6	0.9	6	5	0.94	7	7
#36 COc1ccc(Br)cc1/C=N/NC(=O)C(c1ccncc1)N1CCOCC1 (centres undefined)
→ -7	3	7	0.97	2	10	0.98	0	-18
#37 O=C(CCN1CCN(c2ccc([N+](=O)[O-])cc2)CC1)c1ccc(Cl)cc1
→ 3	20	22	0.8	7	29	0.93	13	16
#38 Cc1ccc(-c2nnc(Nc3ccc(CC(N)=O)cc3)c3ccccc23)cc1S(=O)(=O)NCCO
→ 84*	3	17	0.97	0	2	1	-1	2
#39 CCOC(=O)C1CCN(C(c2cc3c(C)ccc(C)c3[nH]c2=O)c2nnnn2C2CCCCC2)CC1 (centres undefined)
→ 7	-6	14	1.1	16	33	0.84	37	21
#40 Cc1ccc(SCc2[nH]nc3c2C(c2ccco2)C(C#N)=C(N)O3)cc1 (centres undefined)
→ -6	4	-7	0.96	15	71*	0.85	38	-1
#41 CN(C)CCNc1ncnc2oc(-c3ccccc3)c(-c3ccccc3)c12
→ 4	6	8	0.94	2	19	0.98	14	12
#42 CCCNc1nc(C)cc(-c2cc(C(=O)NCc3ccccc3)on2)n1
→ 5	-3	36	1	1	20	0.99	-10	6
#43 CNc1c(C(=O)O)ccc2c1C(=O)c1ccccc1C2=O
→ 11	5	24	0.95	-1	24	1	-8	10
#44 O=[N+]([O-])c1ccc(S(=O)(=O)Nc2nc3ccccc3nc2Nc2ccccc2)cc1
→ 25	-29	14	1.3	5	22	0.95	2	18
#45 CNC(=S)N/N=C(\C)c1ccc2c(c1)OCO2
→ -8	-9	-14	1.1	-9	-23	1.1	2	8

Later entries:
Order of values – ATG4B inhibitor	hIAP inh	NALP3 yeast inh	hIAP act	mIAP inh	tim10-1 inh	mIAP activ	TIM10 inh	Apaf1 inhib
#46 COc1cccc(NC(=O)N2CCN(c3nc(-c4cccc(OC)c4)cs3)CC2)c1
→ -12	-27	24	1.3	-84	8	1.8	24	-1
#47 O=C(Nc1cccc(O)c1)C1CCCN1C(=O)OCc1ccccc1 (centres undefined)
→ -2	-19	6	1.2	-12	5	1.1	-24	-7
#48 O=Cc1ccc(OCC(=O)Nc2ccccc2-c2ccccc2)cc1
→ 13	-5	23	1.1	-16	1	1.2	-8	19
#49 CN(C)c1ccc(P(=O)(OCc2ccccc2)C(O)c2ccccc2)cc1 (centres undefined)
→ -7	-6	4	1.1	-6	31	1.1	28	-1
#50 CC1=NN(c2ccc(C(=O)O)cc2)C(=O)/C1=C\c1ccc(OC(=O)c2cccs2)cc1
→ 85*	12	-5	0.88	8	17	0.93	10	75*
#51 Cc1ccc(OC(=O)c2ccccc2C(=O)OCC(F)(F)C(F)F)cc1
→ 7	-2	32	1	0	-7	1	-8	5
#52 Cc1cc(/C=N/Nc2nc(N)ncc2[N+](=O)[O-])c(C)n1-c1ccccc1F
→ .	10	14	0.9	12	8	0.88	5	-18
#53 CC(=O)N1CCc2cc(S(=O)(=O)CCC(=O)N3CCN(c4ccccc4F)CC3)ccc21
→ 4	18	16	0.82	-12	5	1.1	6	12
#54 O=C(Nc1ccnc(-c2cccnc2)n1)c1cccc(Cl)c1Cl
→ 2	16	28	0.84	7	35	0.93	39	15
#55 O=C(CSc1n[nH]c(-c2cccs2)n1)NCc1cccs1
→ -11	6	4	0.94	5	8	0.95	5	-4
#56 Cc1ccc2cc(/C=N/Nc3ccc(C(=O)O)cc3)c(Cl)nc2c1
→ 1	-36	-2	1.4	-8	-1	1.1	2	5
#57 COC(C(=O)Nc1ccc(F)cc1)c1ccccc1 (centres undefined)
→ -10	-4	6	1	-11	-1	1.1	-5	7
#58 CC12CCC(C(=O)NCCCN3CCOCC3)(OC1=O)C2(C)C (centres undefined)
→ 4	6	2	0.94	2	4	0.98	-1	3

Part of the list above, with each value named:
47. O=C(Nc1cccc(O)c1)C1CCCN1C(=O)OCc1ccccc1 (centres undefined)
  ATG4B inhibitor: -2; hIAP inh: -19; NALP3 yeast inh: 6; hIAP act: 1.2; mIAP inh: -12; tim10-1 inh: 5; mIAP activ: 1.1; TIM10 inh: -24; Apaf1 inhib: -7
57. COC(C(=O)Nc1ccc(F)cc1)c1ccccc1 (centres undefined)
  ATG4B inhibitor: -10; hIAP inh: -4; NALP3 yeast inh: 6; hIAP act: 1; mIAP inh: -11; tim10-1 inh: -1; mIAP activ: 1.1; TIM10 inh: -5; Apaf1 inhib: 7
58. CC12CCC(C(=O)NCCCN3CCOCC3)(OC1=O)C2(C)C (centres undefined)
  ATG4B inhibitor: 4; hIAP inh: 6; NALP3 yeast inh: 2; hIAP act: 0.94; mIAP inh: 2; tim10-1 inh: 4; mIAP activ: 0.98; TIM10 inh: -1; Apaf1 inhib: 3

Shown as a hit in ATG4B inhibitor (from the list above):
No.	SMILES	ATG4B inhibitor	hIAP inh	NALP3 yeast inh	hIAP act	mIAP inh	mIAP activ
38	Cc1ccc(-c2nnc(Nc3ccc(CC(N)=O)cc3)c3ccccc23)cc1S(=O)(=O)NCCO	84*	3	17	0.97	0	1
50	CC1=NN(c2ccc(C(=O)O)cc2)C(=O)/C1=C\c1ccc(OC(=O)c2cccs2)cc1	85*	12	-5	0.88	8	0.93
